Screening results: PubChem BioAssay, The Scripps Research Institute Molecular Screening Center
GPR151 ag: activators of human GPR151. Q8TDV0. AID 1508602. PathHunter beta-arrestin GPR151 cells, luminescence. activation, % at 11.2 µM. 1% of 650,000 active; in the data active = activation above about 4.9%;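 note: 0% = median of compound wells and 100% = cells with positive control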
Target sequence (Q8TDV0 whole entry, looked up): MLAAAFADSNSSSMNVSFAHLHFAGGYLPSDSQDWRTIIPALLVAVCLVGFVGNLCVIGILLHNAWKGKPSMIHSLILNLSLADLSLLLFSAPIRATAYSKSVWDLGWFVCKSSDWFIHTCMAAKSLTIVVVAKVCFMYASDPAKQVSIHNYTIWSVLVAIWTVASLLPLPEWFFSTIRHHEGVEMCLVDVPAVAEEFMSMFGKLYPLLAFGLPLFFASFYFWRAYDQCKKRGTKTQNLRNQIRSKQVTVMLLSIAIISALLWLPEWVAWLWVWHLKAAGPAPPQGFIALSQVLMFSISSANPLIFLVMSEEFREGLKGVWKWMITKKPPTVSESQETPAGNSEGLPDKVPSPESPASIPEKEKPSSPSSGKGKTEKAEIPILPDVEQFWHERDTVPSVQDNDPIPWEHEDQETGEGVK
TEAD-YAP block: TEAD-YAP interaction inhibition. HEK-TIYL cells, TEAD-Gal4/YAP UAS-luciferase luminescence. 1.4% of 640,000 active. inhibition, % at 9.12 µM. AID 1259422; in the data active = inhibition above about 32%;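 note: 0% = median of test compound wells and 100% = reference inhibitor wells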
FBW7 activator: human FBW7 E3 ligase activation, primary screen; AlphaScreen FBW7–phospho-cyclin E peptide binding, activator screen; AID 1259310; normalized activity (activation), % at 26.1 µM; Q969H0; 0.13% of 650,000 active; in the data active = normalized activity above about 1.9%;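 note: purified mutant Fbw7 with reduced substrate affinity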
MITF primary: human MITF inhibition, primary screen. O75030. AlphaScreen MITF homodimerization, bead proximity signal. inhibition, % at 2.6 µM. 0.91% of 650,000 active; in the data active = inhibition above about 50%;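 note: 0% = vehicle wells with protein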
Target sequence (O75030 whole entry, looked up): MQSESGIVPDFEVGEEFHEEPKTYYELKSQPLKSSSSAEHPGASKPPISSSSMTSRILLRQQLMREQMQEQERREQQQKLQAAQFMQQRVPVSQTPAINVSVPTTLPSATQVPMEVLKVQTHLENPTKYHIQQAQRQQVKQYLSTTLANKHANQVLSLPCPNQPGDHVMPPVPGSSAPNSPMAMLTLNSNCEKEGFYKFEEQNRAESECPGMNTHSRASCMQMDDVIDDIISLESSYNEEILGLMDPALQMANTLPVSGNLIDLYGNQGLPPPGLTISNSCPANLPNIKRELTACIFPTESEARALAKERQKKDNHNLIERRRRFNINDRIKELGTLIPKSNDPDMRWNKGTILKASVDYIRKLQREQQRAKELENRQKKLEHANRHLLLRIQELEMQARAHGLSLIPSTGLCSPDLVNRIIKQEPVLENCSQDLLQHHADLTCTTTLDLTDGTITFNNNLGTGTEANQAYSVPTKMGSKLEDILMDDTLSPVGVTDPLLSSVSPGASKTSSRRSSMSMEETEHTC
Active calls of the source: *; · = not tested or not shown; & = joins results of further samples.

Second line of a record – GPR151 ag | TEAD-YAP block | FBW7 activator | MITF primary
CC(=O)N1CCC(N(CCCN2CCOCC2)C(=S)Nc2ccc(C)cc2C)CC1
 : 1.6 | 4 | 0.1 | 5
CCOC(=O)c1sc2nc(SCc3ccccc3C#N)n(N)c(=O)c2c1C
 : -0.5 | -5 | 0.0 | -15
CCOC(=O)C1=C(C)NC2=C(C(=O)CCC2)C1c1cccnc1 (centres undefined)
 : 0.7&-0.1&0.6 | 19&5&5 | -0.2&-0.1&0.1 | -8&5&11
COc1ccc(C2C(C(C)=O)=C(Nc3ccccc3)CC(C)(O)C2C(C)=O)cc1 (centres undefined)
 : -1.5 | -6 | -0.1 | -10
COc1ccccc1N1CC(C)Cn2c1nc1c2c(=O)n(Cc2cccc(C)c2)c(=O)n1C (centres undefined)
 : 2.7 | 0 | -0.1 | 3
COc1ccc(-n2nc3cc(C)c(NC(=O)COc4cc(C)ccc4C(C)C)cc3n2)cc1
 : 1.1 | -6 | 0.1 | -7
COc1cccc(CCNC(=O)c2n[nH]c3cc(-c4cn[nH]c4)ccc23)c1
 : -1.0 | 7 | 0.9 | 35
CCOC(=O)OC[C@H]1O[C@H](C#Cc2ccccc2)C=C[C@@H]1Oc1cccc(N(C)C)c1
 : 1.8 | · | 0.1 | 17
CC(=O)N1CCN(c2ccc(NC(=O)COc3ccc(Cl)cc3)cc2)CC1
 : -1.1 | 5 | -0.1 | 17
O=C(Cn1cnc([N+](=O)[O-])c1[N+](=O)[O-])Nc1ccc(Cl)cc1
 : 0.2 | 87* | -0.1 | 2
COc1ccc(S(=O)(=O)Nc2ccc(S(=O)(=O)N3CCCC3)cc2)cc1Cl
 : -2.1 | 9 | 0.1 | 12
CCOc1ccc(/C=N/Nc2nc(N3CCCCC3)nc(N3CCCCC3)n2)cc1O
 : -0.2 | -1 | -0.1 | -1
COc1ccc(-c2cc(C(F)(F)F)n3nc(C(=O)N4CCN(C)CC4)c(Cl)c3n2)cc1OC
 : -0.3 | -12 | -0.3 | -8
Cc1cc(Br)ccc1NC(=O)C1CC(=O)N(Cc2ccccc2)C1 (centres undefined)
 : 0.7 | 16 | -0.1 | -2
CCC(=O)Nc1ccc(C(=O)NCCc2ccc(F)cc2)cc1
 : 0.6 | -17 | -0.1 | 1
CCOC(=O)c1c(NC(=O)CSc2nnc(CNC(=O)Cc3ccccc3)n2-c2ccc(F)cc2)sc2c1CCC2
 : -1.0 | 4 | -0.1 | 1
COc1ccc(C(=O)NNC(=O)COCC(=O)NNC(=O)c2ccc(OC)cc2)cc1
 : 1.7 | 6 | 0.1 | -9
COc1ccc(CN2CCN(Cc3ccc(OC)cc3F)C(CCO)C2)c(F)c1 (centres undefined)
 : -0.4 | 8 | 0.0 | 11
Cc1ccc(C(=O)Nc2ccccc2F)cc1I
 : -1.6 | -47 | 0.0 | -3
O=C(O)CCCNC(=O)C(O)(c1ccccc1)c1ccccc1
 : 1.0 | 3 | 0.0 | -5
COc1c(C)cccc1C(=O)Nc1cccc(-c2nc3ncccc3o2)c1
 : 7.4* | -10 | -0.1 | -4
CC1(C)CC(NC(=O)NC(=O)c2c(F)cccc2F)CC(C)(C)N1
 : 0.2 | 6 | -0.1 | -5
CCCCCCc1nnc(NC(C)=O)s1
 : -1.1 | -28 | -0.1 | -11
CCC(=O)Nc1ccc(C(=O)Nc2ccc(Br)cc2F)cc1
 : -0.5 | -7 | 0.1 | 1
Cc1ccccc1C(=O)NC1CCN(C(=S)NCc2ccccc2)CC1
 : 0.3 | 1 | 0.1 | 13
Cc1ccc(OCC(=O)N2CCCc3ccccc32)c([N+](=O)[O-])n1
 : -1.5 | -4 | -0.1 | -10
COc1ccc(C)cc1NC(=O)c1nn(-c2ccccc2OC)c(=O)c2ccccc12
 : 0.7 | 1 | 0.1 | 10
Cc1[nH]n2c(=O)c3c(nc2c1-c1ccccc1)CCC3
 : 0.8 | 9 | 0.1 | 10
Cc1ccc2c(c1)N(C(=O)CCC1CCCCC1)C(C)(C)c1ssc(=S)c1-2
 : -1.4 | -8 | -0.1 | 16
CCOC(=O)N1CCN(c2ncnc3c2c(-c2ccccc2)cn3-c2ccc(Br)cc2)CC1
 : -0.7 | 6 | 0.0 | 4
Cc1cc(C)c2c3c(oc2n1)C(=O)N(c1cccc(C(F)(F)F)c1)CC(=O)N3
 : -0.2 | -4 | 0.0 | -1
O=C1C=CC([N+](=O)[O-])C/C1=C\N/N=C1\CC(c2ccccc2)N=N1 (centres undefined)
 : -0.8 | 0 | -0.1 | -6
O=C(Nc1ccc(Oc2cccnc2)cc1)c1ccccc1[N+](=O)[O-]
 : -0.1 | 4 | 0.0 | 12
COc1ccccc1CN(C)C(=O)c1cccc(I)c1
 : -0.7 | -10 | 0.1 | 2
CCN(C(=O)Cn1nc(C(=O)N2CCOCC2)cc1-c1cccs1)c1ccccc1C
 : 0.8 | 4 | 0.0 | -1
CN(Cc1ccno1)Cc1c(C(=O)N2CCc3ccccc3C2)nc2ccc(Cl)cn12
 : 4.8 | 7 | 0.7 | 16
COc1ccc(S(=O)(=O)NCc2ccc(F)cc2)cc1
 : 4.0 | 10 | 0.1 | 7
COc1cc(OC)c(C#N)c(S(=O)(=O)Cc2ccccc2)c1
 : 4.4 | 17 | -0.1 | 1
CCOc1ccc(NC(=O)Cn2c(=O)oc3cc(Cl)ccc32)cc1
 : 0.5 | 4 | 0.1 | -1
Cc1cc(C)nc(NS(=O)(=O)c2ccc(NC(=O)CSc3nncn3C)cc2)n1
 : -0.8 | -3 | 0.0 | 7

3 entries drawn at random from those above:
Second line of a record – GPR151 ag | TEAD-YAP block | FBW7 activator | MITF primary
O=C(Nc1ccc(Oc2cccnc2)cc1)c1ccccc1[N+](=O)[O-]
 : -0.1 | 4 | 0.0 | 12
CCN(C(=O)Cn1nc(C(=O)N2CCOCC2)cc1-c1cccs1)c1ccccc1C
 : 0.8 | 4 | 0.0 | -1
CN(Cc1ccno1)Cc1c(C(=O)N2CCc3ccccc3C2)nc2ccc(Cl)cn12
 : 4.8 | 7 | 0.7 | 16

Going on with the list:
SMILES,GPR151 ag,TEAD-YAP block,FBW7 activator,MITF primary
COC(=O)C1=C(C)N(Cc2ccccc2)C(=O)NC1c1ccccc1F (centres undefined),-2.0,8,0.1,13
COc1cccc(NC(=O)CN(C)C(C)C(=O)Nc2ccc(C#N)cc2)c1 (centres undefined),-0.1,3,0.0,1
CCN1C(=O)/C(=C/c2ccc(O)c(I)c2)N(C)C1=S,3.8,-8,-0.3,-2
O=C(CSc1ncnc2c1nnn2Cc1ccccc1F)N1CCCCC1,-0.2,4,-0.4,5
COc1ccc(/C=C2\N=C(c3ccc(Cl)cc3)N(c3ccc(Cl)c(C)c3)C2=O)cc1OC,0.3,4,0.1,9
CCCCC(CC)CNC(=O)CCn1c(=O)[nH]c2ccsc2c1=O (centres undefined),0.8,-2,-0.1,8
O=C(Nc1cc(NC(=O)c2cccc3ccccc23)ccc1Cl)c1ccccc1,-1.1,3,-0.1,9
CC(C)(CNC1CCN(c2cccc(NC(=O)c3cccnc3)c2)CC1)N1CCOCC1,1.2,-8,0.7,8
Cc1ccccc1N1CCN(Cc2cccc(C(N)=O)c2)CC1,0.1,7,0.1,-3
O=C(/C=C/c1ccc(Cl)cc1Cl)Nc1cnc2ccccc2c1,-0.5,-8,0.5,-5
Cn1c(SCC(=O)Nc2ccc(Br)cc2)nnc1-c1cccc(N)c1,0.3,10,-0.2,2
COc1ccc(NC(=O)CSc2nnc(-c3cccnc3)n2Cc2ccccc2)cc1,-0.4,-19,0.1,10
Cc1ccc(S(=O)(=O)N2CCCCC2CCNC(=O)C(=O)NC2CC2)cc1 (centres undefined),2.7,10,-0.1,-1
CC1C2CC(C(S(=O)(=O)N3CCOCC3)C2=O)C1(C)C (centres undefined),2.9,4,0.1,0
Cc1cc(O)c(C(C[N+](=O)[O-])c2ccc(Cl)cc2Cl)c(=O)o1 (centres undefined),0.9,8,0.1,0
O=C(N/N=C/c1ccc([N+](=O)[O-])cc1)C(=O)N/N=C/c1ccc([N+](=O)[O-])cc1,3.7,4,0.2,-14
COc1cccc(N2C(=O)NC(=O)/C(=C/c3cc(Br)c(O)c(OC)c3)C2=O)c1,1.4,-4,-0.2,-17
Cc1noc(C)c1COC(=O)c1ccc(-c2ccccc2)cc1,0.5,17,0.0,5
CCOC(=O)c1ccc(NC(=O)c2ccc(Br)s2)cc1,0.1,-9,0.0,0
COc1cc([N+](=O)[O-])cc([N+](=O)[O-])c1OCC(=O)N/N=C/c1ccncc1,-0.3,0,-0.1,9
O=C(Nc1c(Cl)cccc1Cl)c1ccccc1,-0.3,-4,-0.1,-2
Cc1cc([N+](=O)[O-])nn1CC(=O)Nc1ccc(F)cc1,-0.1,-6,0.1,4
Cc1ccc(C(=O)N2CCC3(CC2)CC3C(=O)NCCc2ccccn2)c(C)c1 (centres undefined),0.0,-1,0.9,26
CC1(C)CC(=O)C2=C(C1)Nc1ncnn1C2c1cccc2ccccc12 (centres undefined),-0.8,6,0.7,8
Cn1c(=O)c2c(nc(Cl)n2Cc2ccc(Cl)cc2Cl)n(C)c1=O,-1.9,3,0.2,11
CCC(=O)NC(=S)Nc1cccc2ccccc12,1.3,-2,-0.1,10
CCC(NC(C)=O)c1cccc(Br)c1 (centres undefined),1.3,1,-0.1,-6
CCOCCCNS(=O)(=O)c1ccc([N+](=O)[O-])cc1,-1.4,2,0.5,11
COc1ccc(C(=O)/C=C/c2cn(-c3ccccc3)nc2-c2ccccc2)cc1,-0.3,-7,-0.4,5
COc1ccc(N=Cc2ccccc2Br)cn1,-0.3,15,0.3,14
O=C(Nc1cc(SCCO)cc([N+](=O)[O-])c1)c1ccc2c(c1)OCO2,1.0,2,0.0,-9
COc1cc(/C=C2\C(=O)N(C)C(=O)N(c3ccccc3)C2=O)ccc1O,0.2,0,-0.1,16
COc1ccc(C2/C(=C(/O)c3ccccc3)C(=O)C(=O)N2c2ccccc2)c(OC)c1 (centres undefined),-0.4,10,0.1,13
N#Cc1ccc(C(=O)Nc2cccc3c2C(=O)NC3=O)cc1,4.1,-6,0.3,2
COc1ccc(Oc2c(C(F)(F)F)oc3c(CN(CC(C)C)CC(C)C)c(O)ccc3c2=O)cc1,-1.1,-3,-0.1,5
CCOc1ccc(NC(=O)C(C)Oc2ccccc2OC)cc1 (centres undefined),-0.8,-5,-0.2,0
Cc1ccc2nc(NC(=O)Nc3ccccc3)sc2c1,-0.8,-58,0.1,-13
CC(C)CNCC1COC2(CCCCC2)O1 (centres undefined),1.7,11,0.1,16
O=C(c1ccc(-c2nc3ccccc3o2)cc1)N(C1CCCCC1)C1CCCCC1,-0.6,13,0.1,4
CC(=O)Oc1ccc2c(=O)c(Oc3ccccc3)c(C(F)(F)F)oc2c1C,-0.6,2,0.6,4
COc1ccc(CC(=O)Nc2cc(Cl)ccc2C(=O)O)cc1,5.6*,0,0.0,-7
O=C(O)CN1CCOCCOCCN(CC(=O)O)CCOCCOCC1,5.9*,3,-0.1,3
O=C(O)COc1ccccc1/C=C1\C(=O)NC(=O)N(c2cccc(Br)c2)C1=O,-0.2,14,0.1,37
O=C(N/C(C(=O)N1CCOCC1)=C(\Sc1ccccn1)c1ccccc1)c1ccccc1,-1.0,20,0.1,-3
CCOc1ccc(NC(=O)c2ccc(C(F)(F)F)cc2)cc1,2.0,-7,0.1,-6
O=C(N[C@H]1C[C@H]2C(=O)N[C@H](CO)C(=O)N2C1)c1cc(F)c(F)cc1F,0.4,-10,0.3,-14
CCOc1ccccc1Oc1coc2cc(OCC(=O)OC(C)(C)C)ccc2c1=O,-1.5,3,-0.2,-9
Cc1ccc(/C(O)=C2\C(=O)C(=O)N(CCCCCC(=O)O)C2c2ccccc2[N+](=O)[O-])cc1 (centres undefined),-0.3,-4,-0.2,-1

Some of the entries so far, field by field.
O=C(c1ccc(-c2nc3ccccc3o2)cc1)N(C1CCCCC1)C1CCCCC1
  GPR151 ag: -0.6	TEAD-YAP block: 13	FBW7 activator: 0.1	MITF primary: 4

CC(=O)Oc1ccc2c(=O)c(Oc3ccccc3)c(C(F)(F)F)oc2c1C
  GPR151 ag: -0.6	TEAD-YAP block: 2	FBW7 activator: 0.6	MITF primary: 4

(more compounds)
SMILES,GPR151 ag,TEAD-YAP block,FBW7 activator,MITF primary
O=C(NC(=S)Nc1ccc(-c2nc3ccccc3o2)cc1)c1cccs1,-1.3,-3,0.0,-1
CCOC(=O)C1=C(C)N=c2s/c(=C\c3ccc(OCc4ccccc4)c(Br)c3)c(=O)n2C1c1ccc(OC)c(OC)c1 (centres undefined),-0.2,2,0.1,12
O=C(c1ccc(Cn2c(=S)[nH]c3cc4c(cc3c2=O)OCO4)cc1)N1CCc2ccccc2C1,0.7,-5,-0.1,-4
C=CCNC(=O)CSc1ccc(NC(C)=O)cc1,0.4,-1,-0.1,7
COc1cc(C=C2C(=O)NC(=S)NC2=O)ccc1Oc1ccc([N+](=O)[O-])cn1,0.5,-3,-0.1,2
O=C(c1ccccc1)c1cc(Cl)ccc1N=Cc1c(O)[nH]c(=S)[nH]c1=O,0.7,-6,0.0,2
CCOCCCNC(=O)C(Cc1c[nH]c2ccccc12)NC(=O)C1CCC(C)CC1 (centres undefined),0.7,16,-0.1,14
Cc1ccc(CS(=O)(=O)CCC(=O)NCc2ccccc2Cl)cc1,-1.3,11,0.7,12
Cc1ccc(N2C(=O)c3ccc(C(=O)OC4CCCCC4)cc3C2=O)cc1,-0.3,-1,-0.1,-10
COCCn1c(Cc2ccccc2)nnc1SCC(=O)NC(C)(C)C,0.0,59*,0.0,-13
